TLR9-MyD88 block: blocks human TLR9 binding to MyD88. Q9NR96+Q99836. CHO BLA complementation TLR9-MyD88, CCF4 FRET ratio. inhibition, % at 4.98 µM. 340,000 tested, 0.21% active;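 active means inhibition above the mean over all tested compounds plus 3 SD, cut at about 21% in these data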;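 further: 0% = DMSO only wells and 100% = clavulanate BLA inhibitor control wells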
SRC1 inh: inhibits human SRC1 coactivator; Q15788; HEK293 GAL4-SRC1 luciferase reporter, luminescence; inhibition, % at 3.6 µM; 360,000 tested, 0.12% active;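 active means inhibition above the campaign mean plus 3 SD, with each screening campaign given its own cutoff, cut at about 60% in these data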;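 further: 0% = DMSO treated cells and 100% = gossypol at 36 µM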
MC4R ag barr: activates human MC4R beta-arrestin recruitment | activation, % at 8.9 µM | AID 540308 | 360,000 tested, 0.98% active | U2OS MC4R beta-arrestin complementation, luminescence; percent of melanotan II response, DMSO zero;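 active means activation above a per-plate cutoff, the mean activation of sample wells on that plate plus 3 SD, cut at about 8% in these data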
SRC2 inh: inhibits human steroid receptor coactivator 2; Q15596; HEK293 GAL4-SRC2 luciferase reporter, luminescence; inhibition, % at 9 µM; 370,000 tested, 0.17% active;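 active means inhibition above the mean inhibition of all tested compounds plus 3 SD, set per campaign, cut at about 52% in these data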;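 further: 0% = DMSO treated cells and 100% = cells given Gossypol at 36 µM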
NR2F2 inh: inhibitors of human COUP-TFII (NR2F2) | HEK293T NGFI-A luciferase reporter, luminescence | inhibition, % at 8.6 µM | 370,000 tested, 0.7% active | AID 686940;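 active means inhibition above a per-plate cutoff, mean inhibition of test wells between control levels plus 3 SD, cut at about 38% in these data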;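 further: cells cotransfected with COUP-TFII expression vector driving the NGFI-A reporter; 0% = median of COUP-TF2 test wells and 100% = reporter-only cells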
NR5A2 inv ag: NR5A2 inverse agonism in reporter assay | 360,000 tested, 0.13% active | AID 602396 | inhibition, % at 3.6 µM | HEK293T StAR-luciferase reporter, LRH-1 transfected, 24 h;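 active means inhibition above the mean inhibition of all tested compounds plus 3 SD, cut at about 73% in these data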;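 further: 0% = DMSO wells and 100% = reporter-only cells lacking LRH-1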
NOD2-RIPK2 inh: inhibitors of human NOD2-RIPK2 interaction | O43353 | CHO BLA complementation NOD2-RIPK2, CCF4 ratio | inhibition, % at 4.98 µM | 360,000 tested, 0.38% active | AID 624267; in the data active means inhibition above about 21%;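 further: 0% = vehicle only and 100% = reference blocker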
MC4R antag cAMP: human MC4R antagonism in cAMP assay. P32245. MC4R-expressing cells, MTII-stimulated cAMP, LANCE TR-FRET. inhibition, % at 6.5 µM. 360,000 tested, 0.48% active;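 active means inhibition above its plate's cutoff, the mean of tested wells on that plate plus 3 SD, cut at about 29% in these data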;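 further: 0% = Melanotan II alone and 100% = Melanotan II plus saturating MCL0020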
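Assay system: U2OS cells stably expressing human melanocortin 4 receptor (MC4R) / Dosing: 6.5 µM / Timing: compound 30 min, challenge 1 h, detection 1 h / Measured by: Eu-cAMP/anti-cAMP TR-FRET, emission 671 nm / Replicates: singlicate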
ABHD5 PLIN5 PPI: ABHD5-PLIN5 protein interaction inhibition | Q00G26+Q8WTS1 | Split G. princeps luciferase complementation, luminescence, 4 h | inhibition, % at 4 µM | 360,000 tested, 0.78% active | AID 602281;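 active means inhibition above the mean inhibition across every tested compound plus 3 SD, cut at about 22% in these data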;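 further: 0% = DMSO only wells and the 100% control is not disclosed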
EBV LMP1 NFkB: reduces LMP1-driven NF-kappaB luciferase signal; LMP1-induced NF-kappaB luciferase reporter cells, luminescence; inhibition, % at 12.5 µM; 350,000 tested, 0.69% active; in the data active means inhibition above about 41%;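 further: 0% = neutral control wells and 100% = reference inhibitor control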
SRC3 inh: inhibitors of human steroid receptor coactivator 3 (SRC3); Q9Y6Q9; HEK293 GAL4-SRC3 luciferase reporter, luminescence; inhibition, % at 3.6 µM; 360,000 tested, 0.17% active; AID 588352;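 active means inhibition above a per-campaign cutoff, the mean of all compounds plus 3 SD, cut at about 60% in these data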;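 further: 0% = DMSO-treated cells and 100% = gossypol-treated cells at 36 µM; higher means less SRC3-driven luciferase light from the GAL4 reporter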
* marks the source's active call; other numbers are inactive results.

Results for CCS(=O)(=O)Nc1ccc(-c2cc(-c3ccccc3)c3cc(C)ccc3n2)cc1 ?
TLR9-MyD88 block: 1; SRC1 inh: -3; MC4R ag barr: 0.3; SRC2 inh: -1; NR2F2 inh: 2; NR5A2 inv ag: 39; NOD2-RIPK2 inh: -7; MC4R antag cAMP: 4; ABHD5 PLIN5 PPI: -3; EBV LMP1 NFkB: -1; SRC3 inh: 16

What do the screens show for `COc1cccc(NC(=O)NCC2CCN(Cc3ccc(F)cc3)CC2)c1`?
TLR9-MyD88 block: 1; SRC1 inh: 1; MC4R ag barr: -0.4; SRC2 inh: -3; NR2F2 inh: -8; NR5A2 inv ag: -19; NOD2-RIPK2 inh: 13; MC4R antag cAMP: 0; ABHD5 PLIN5 PPI: 5; EBV LMP1 NFkB: -3; SRC3 inh: 4

What do the screens show for `Nc1c(C(=O)CSc2nnc(COc3ccc(Cl)cc3)o2)c(=O)[nH]c(=O)n1C1CC1`?
TLR9-MyD88 block: -8; SRC1 inh: -13; MC4R ag barr: -2.7; SRC2 inh: -3; NR2F2 inh: 2; NR5A2 inv ag: -3; NOD2-RIPK2 inh: -2; MC4R antag cAMP: 7; ABHD5 PLIN5 PPI: -6; EBV LMP1 NFkB: 10; SRC3 inh: -13

Results for COc1ccc(CC(=O)NCc2n[nH]c(=S)n2-c2ccc(F)cc2)cc1 ?
TLR9-MyD88 block: 1; SRC1 inh: -7; MC4R ag barr: -1.4; SRC2 inh: -16; NR2F2 inh: -16; NR5A2 inv ag: 3; NOD2-RIPK2 inh: 1; MC4R antag cAMP: 0; ABHD5 PLIN5 PPI: -5; EBV LMP1 NFkB: -10; SRC3 inh: -6

What do the screens show for `CC(=O)N(Cc1ccccc1)c1ccc(C(=O)O)cc1`?
TLR9-MyD88 block: -3; SRC1 inh: -16; MC4R ag barr: -0.1; SRC2 inh: 8; NR2F2 inh: -7; NR5A2 inv ag: 4; NOD2-RIPK2 inh: -2; MC4R antag cAMP: 3; ABHD5 PLIN5 PPI: 5; EBV LMP1 NFkB: -4; SRC3 inh: 1

Results for CCCc1nc(N2CCCC2)c(C#N)c2c1CCCC2 ?
TLR9-MyD88 block: 0; SRC1 inh: -3; MC4R ag barr: 0.4; SRC2 inh: -1; NR2F2 inh: 3; NR5A2 inv ag: -8; NOD2-RIPK2 inh: 3; MC4R antag cAMP: 4; ABHD5 PLIN5 PPI: -2; EBV LMP1 NFkB: -25; SRC3 inh: 2

What do the screens show for `CC(C)(C)OC(=O)N1CCC(c2c(C(=O)N3CCN(C4CCCCC4)CC3)cnn2-c2ccccc2)CC1`?
TLR9-MyD88 block: -7; SRC1 inh: -52; MC4R ag barr: -1.1; SRC2 inh: -5; NR2F2 inh: -9; NR5A2 inv ag: -2; NOD2-RIPK2 inh: 4; MC4R antag cAMP: 14; ABHD5 PLIN5 PPI: -8; EBV LMP1 NFkB: -6; SRC3 inh: -2

Results for COc1ccc(NC(=O)Cn2nnc(-c3ccccc3NS(=O)(=O)c3ccc(OC)cc3)n2)cc1 ?
TLR9-MyD88 block: -5; SRC1 inh: -6; MC4R ag barr: -2.5; SRC2 inh: 22; NR2F2 inh: 7; NR5A2 inv ag: 19; NOD2-RIPK2 inh: 3; MC4R antag cAMP: -10; ABHD5 PLIN5 PPI: -6; EBV LMP1 NFkB: -3; SRC3 inh: 8

Results for CCOP(=O)(c1ccccc1)C(O)c1ccc(F)cc1 (stereo unspecified) ?
TLR9-MyD88 block: 4; SRC1 inh: -13; MC4R ag barr: -2.1; SRC2 inh: -13; NR2F2 inh: 5; NR5A2 inv ag: -6; NOD2-RIPK2 inh: -4; MC4R antag cAMP: 0; ABHD5 PLIN5 PPI: -3; EBV LMP1 NFkB: -1; SRC3 inh: 7

What do the screens show for `O=C(NCc1ccc(Cl)cc1)c1cc2ccccn2n1`?
TLR9-MyD88 block: -9; SRC1 inh: -15; MC4R ag barr: 0.4; SRC2 inh: -26; NR2F2 inh: -55; NR5A2 inv ag: 9; NOD2-RIPK2 inh: -8; MC4R antag cAMP: 6; ABHD5 PLIN5 PPI: -1; EBV LMP1 NFkB: -12; SRC3 inh: -2

Results for CCOc1ccc(C2CC=C(C(C)=O)CN2S(=O)(=O)c2ccc(C)cc2)cc1 (stereo unspecified) ?
SRC1 inh: -7; SRC2 inh: 28; NR2F2 inh: -7; NR5A2 inv ag: 13; NOD2-RIPK2 inh: -12; ABHD5 PLIN5 PPI: 4; SRC3 inh: 13

How did O=C(Nc1ccccc1N1CCOCC1)C1=COCCO1 do in these assays?
TLR9-MyD88 block: -7; SRC1 inh: -24; MC4R ag barr: -3.1; SRC2 inh: -12; NR2F2 inh: 5; NR5A2 inv ag: -16; NOD2-RIPK2 inh: 1; MC4R antag cAMP: 1; ABHD5 PLIN5 PPI: 3; EBV LMP1 NFkB: -5; SRC3 inh: 6

How did CC(=O)c1cccc(NC(=O)N2CCC(c3nnc(SCC(N)=O)n3C)CC2)c1 do in these assays?
TLR9-MyD88 block: -5; SRC1 inh: 4; MC4R ag barr: -1.5; SRC2 inh: 3; NR2F2 inh: -1; NR5A2 inv ag: -18; NOD2-RIPK2 inh: 1; MC4R antag cAMP: 3; ABHD5 PLIN5 PPI: -3; EBV LMP1 NFkB: 4; SRC3 inh: 20

Results for CC(NC(=S)NCCc1ccccc1)C(c1cccs1)N1CCN(C)CC1 (stereo unspecified) ?
TLR9-MyD88 block: 1; SRC1 inh: -3; MC4R ag barr: -0.5; SRC2 inh: 0; NR2F2 inh: -10; NR5A2 inv ag: -12; NOD2-RIPK2 inh: -17; MC4R antag cAMP: 8; ABHD5 PLIN5 PPI: -2; EBV LMP1 NFkB: 2; SRC3 inh: 1

Results for OCCCC1CCCN(Cc2cn[nH]c2-c2ccc(F)cc2F)C1 (stereo unspecified) ?
TLR9-MyD88 block: -1; SRC1 inh: 8; MC4R ag barr: -2.6; SRC2 inh: 15; NR2F2 inh: 8; NR5A2 inv ag: 6; NOD2-RIPK2 inh: 22*; MC4R antag cAMP: -2; ABHD5 PLIN5 PPI: -4; EBV LMP1 NFkB: 7; SRC3 inh: 21

What do the screens show for `CN(C)S(=O)(=O)c1ccc(NC(=O)CN2CCCCCC2)cc1`?
TLR9-MyD88 block: 0; SRC1 inh: -2; MC4R ag barr: -0.6; SRC2 inh: -4; NR2F2 inh: 2; NR5A2 inv ag: 4; NOD2-RIPK2 inh: 2; MC4R antag cAMP: 6; ABHD5 PLIN5 PPI: -5; EBV LMP1 NFkB: 1; SRC3 inh: 15

What do the screens show for `CC(=O)n1cc(N(C(=O)CCl)c2ccc(C)cc2)c2ccccc21`?
TLR9-MyD88 block: 5; SRC1 inh: -6; MC4R ag barr: 17*; SRC2 inh: 61*; NR2F2 inh: 37; NR5A2 inv ag: 39; NOD2-RIPK2 inh: 4; MC4R antag cAMP: 46*; ABHD5 PLIN5 PPI: 11; EBV LMP1 NFkB: -13; SRC3 inh: 27

Results for CCOC(=O)C1=CCN(S(=O)(=O)c2ccccc2F)C1c1ccc(C)cc1 (stereo unspecified) ?
SRC1 inh: 10; SRC2 inh: 9; NR2F2 inh: -1; NR5A2 inv ag: 2; NOD2-RIPK2 inh: -10; ABHD5 PLIN5 PPI: -1; SRC3 inh: -23

How did CCSc1nnc(NC(=O)CSc2nnc(CNC(=O)c3ccccc3F)o2)s1 do in these assays?
TLR9-MyD88 block: 7; SRC1 inh: -7; MC4R ag barr: 1.8; SRC2 inh: -5; NR2F2 inh: -8; NR5A2 inv ag: -19; NOD2-RIPK2 inh: -5; MC4R antag cAMP: 18; ABHD5 PLIN5 PPI: 7; EBV LMP1 NFkB: 9; SRC3 inh: 15

What do the screens show for `CCOC(=O)c1sc(=S)n(Cc2ccccc2)c1N`?
TLR9-MyD88 block: -17; SRC1 inh: -6; MC4R ag barr: 5.2; SRC2 inh: -1; NR2F2 inh: 2; NR5A2 inv ag: 3; NOD2-RIPK2 inh: 6; MC4R antag cAMP: -11; ABHD5 PLIN5 PPI: -8; EBV LMP1 NFkB: -9; SRC3 inh: -23

What do the screens show for `Cc1cc(NC(=O)CSc2nc3ccccc3c(=O)n2Cc2ccccc2)no1`?
TLR9-MyD88 block: 2; SRC1 inh: -5; MC4R ag barr: 8.5*; SRC2 inh: -1; NR2F2 inh: -1; NR5A2 inv ag: 7; NOD2-RIPK2 inh: -1; MC4R antag cAMP: 5; ABHD5 PLIN5 PPI: -9; EBV LMP1 NFkB: -1; SRC3 inh: -3

How did COC(=O)c1ccc(C)c(NS(=O)(=O)c2ccc(C)c([N+](=O)[O-])c2)c1 do in these assays?
TLR9-MyD88 block: -1; SRC1 inh: -16; MC4R ag barr: -1.5; SRC2 inh: -11; NR2F2 inh: -16; NR5A2 inv ag: 6; NOD2-RIPK2 inh: -3; MC4R antag cAMP: 1; ABHD5 PLIN5 PPI: -5; EBV LMP1 NFkB: -4; SRC3 inh: 13

How did COc1ccc(C)cc1S(=O)(=O)N1CCN(C(=O)c2ncoc2-c2cccc(F)c2)CC1 do in these assays?
TLR9-MyD88 block: -3; SRC1 inh: 0; MC4R ag barr: 1.4; SRC2 inh: -8; NR2F2 inh: 13; NR5A2 inv ag: 17; NOD2-RIPK2 inh: -13; MC4R antag cAMP: 4; ABHD5 PLIN5 PPI: 2; EBV LMP1 NFkB: -7; SRC3 inh: -1

How did O=C(N/N=C/c1ccco1)c1ccc(Br)o1 do in these assays?
TLR9-MyD88 block: -2; SRC1 inh: -43; MC4R ag barr: -1.9; SRC2 inh: -59; NR2F2 inh: -40; NR5A2 inv ag: -99; NOD2-RIPK2 inh: 2; MC4R antag cAMP: -3; ABHD5 PLIN5 PPI: -2; EBV LMP1 NFkB: -3; SRC3 inh: -26

How did O=c1[nH]c(-c2ccccn2)nc(C(F)(F)F)c1Br do in these assays?
TLR9-MyD88 block: -1; SRC1 inh: -87; MC4R ag barr: -5.2; SRC2 inh: 0; NR2F2 inh: 13; NR5A2 inv ag: 23; NOD2-RIPK2 inh: -9; MC4R antag cAMP: -1; ABHD5 PLIN5 PPI: -5; EBV LMP1 NFkB: -8; SRC3 inh: 18

Screening data as filed in PubChem BioAssay.

A portion of the library (hit frequency here may not be typical).
